NSD2 HMT inh: NSD2 (human) methyltransferase inhibition. O96028. NSD2 peptide methylation, AlphaScreen, 120 min. inhibition, % at 12.5 µM. 310,000 compounds, 0.54% hits. AID 743445; in the data active means inhibition above about 50%
LANA DNA inh: blocks KSHV LANA C-terminal domain binding to DNA; MBP-C-LANA/FAM-LBS DNA binding, fluorescence polarization; inhibition, % at 9 µM; 340,000 compounds, 0.078% hits; AID 504423;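 active means highest replicate inhibition at or above 60% at 9 µM, even if other replicates fall short; inactive means all replicates below 60% inhibition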;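 further: 0% = neutral control wells and 100% = 4 µM acridine orange control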
DAGLB inhibitor: diacylglycerol lipase beta (human) inhibition; HEK293T DAGLB membrane lysate, EnzChek fluorogenic substrate; inhibition, % at 5.17 µM; 340,000 compounds, 0.059% hits; AID 504411; in the data active means inhibition above about 34%;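 further: 0% = enzyme with vehicle and 100% = wells lacking enzyme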
Target sequence (Q8NCG7 whole entry, looked up): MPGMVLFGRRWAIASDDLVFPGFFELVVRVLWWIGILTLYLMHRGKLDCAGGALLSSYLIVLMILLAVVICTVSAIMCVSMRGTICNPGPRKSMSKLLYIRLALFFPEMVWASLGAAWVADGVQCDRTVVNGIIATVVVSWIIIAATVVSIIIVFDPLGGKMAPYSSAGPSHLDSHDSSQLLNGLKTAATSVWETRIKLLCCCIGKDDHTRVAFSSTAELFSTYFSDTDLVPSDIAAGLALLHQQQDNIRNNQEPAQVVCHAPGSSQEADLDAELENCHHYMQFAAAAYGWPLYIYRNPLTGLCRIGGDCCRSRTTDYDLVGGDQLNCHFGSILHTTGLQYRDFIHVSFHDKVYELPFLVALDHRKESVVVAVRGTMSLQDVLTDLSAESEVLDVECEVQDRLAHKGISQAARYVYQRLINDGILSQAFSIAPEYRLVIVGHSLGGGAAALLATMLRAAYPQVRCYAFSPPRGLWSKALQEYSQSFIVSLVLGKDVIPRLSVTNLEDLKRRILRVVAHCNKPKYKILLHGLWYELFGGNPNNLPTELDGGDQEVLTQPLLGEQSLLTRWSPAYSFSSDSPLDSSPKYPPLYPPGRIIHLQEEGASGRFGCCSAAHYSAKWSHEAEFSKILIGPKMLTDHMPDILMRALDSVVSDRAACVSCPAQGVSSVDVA
SR-BI DiI inh: blocks mouse SR-BI lipid uptake from DiI-HDL | Q61009 | ldlA[mSR-BI] CHO cells, DiI-HDL uptake fluorescence, 3 h | inhibition, % at 12.5 µM | 320,000 compounds, 0.96% hits | AID 488896;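 active means mean replicate inhibition of at least 70% and a set share of replicates each scoring 70 or more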;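 further: 0% = median of neutral control wells and 100% = median of positive control wells; values of inactives mirror those of a sister screen read the other way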
Keap1-Nrf2 PPI: inhibitors of human Keap1-Nrf2 protein-protein interaction; 340,000 compounds, 0.15% hits; inhibition, % at 9.4 µM; Keap1 Kelch-Nrf2 peptide fluorescence polarization, 1536-well; Q14145; AID 504523; in the data active means inhibition above about 12%;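 further: human Keap1 Kelch domain with fluorescein labeled Nrf2 9mer peptide probe; 0% = neutral control wells and 100% = peptide positive control; higher means more block of Keap1 binding to Nrf2 peptide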
RTF Ca sens inh: cardiac RTF calcium desensitization; P19429+P45379; IANBD-labeled cardiac RTF, Ca2+ fluorescence; inhibition, % at 7.15 µM; 340,000 compounds, 0.12% hits; AID 493244;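 active means inhibition above the mean inhibition of all tested compounds plus 3 SD, cut at about 17% in these data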;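 further: assay run at fixed EC70 calcium of 1.6 mM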
SR-BI DiI-HDL act: enhances SR-BI lipid uptake from DiI-HDL; 320,000 compounds, 0.096% hits; activation, % at 12.5 µM; CHO ldlA[mSR-BI] cells, DiI-HDL uptake fluorescence, 3 h; 100 = double the neutral-control signal;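 active means mean replicate activation of at least 60% and every replicate at or above 60%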;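 further: 0% = median plate neutral-control signal and 100% = twice that signal; values of inactives mirror those of a sister screen read the other way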
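Test system: SR-BI-overexpressing, LDLR-lacking CHO cells; Also added: labelled HDL, 10 µg/mL; Measured by: bottom-read cell fluorescence after medium removal, ex 550/em 595 nm; Timing: 3 h uptake period with compound, 37 °C; Buffer or medium: F12, 0.5% BSA, 25 mM HEPES; Doses: single compound concentration, delivered by pin transfer.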
PKA-R2B act: PKA-R2B complex activation; P22694+P31323; PKA-R2B holoenzyme dissociation, Cy5-IP20 fluorescence polarization; R2B truncated from residue 108, S112A mutant; 0% DMSO only, 100% 113 µM cGMP; activation, % at 11.4 µM; 340,000 compounds, 0.079% hits;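 active means activation above a cutoff set at the mean over all compounds plus 3 SD, cut at about 18% in these data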;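 further: higher means more holoenzyme dissociation and a rise in polarization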
Target sequence (P31323 whole entry, looked up, other chains not shown, the tested form may be a part): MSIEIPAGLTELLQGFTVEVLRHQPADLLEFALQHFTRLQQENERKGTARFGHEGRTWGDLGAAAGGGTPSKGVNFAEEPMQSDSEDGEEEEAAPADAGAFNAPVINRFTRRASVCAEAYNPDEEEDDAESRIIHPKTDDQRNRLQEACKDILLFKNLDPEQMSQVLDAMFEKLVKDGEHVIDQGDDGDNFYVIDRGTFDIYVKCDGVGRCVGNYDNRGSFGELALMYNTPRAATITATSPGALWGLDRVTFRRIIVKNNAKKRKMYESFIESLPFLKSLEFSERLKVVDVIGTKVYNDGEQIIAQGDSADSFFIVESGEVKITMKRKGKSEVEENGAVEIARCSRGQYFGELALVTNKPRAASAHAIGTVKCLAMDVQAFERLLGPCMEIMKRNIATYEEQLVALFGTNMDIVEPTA
Arrestin-AP2 inh: blocks beta-arrestin peptide binding to AP2 adaptin; FITC-arrestin peptide / GST-AP2 beads, flow cytometry; AP2 beta2 appendage carries R879A mutation; 340,000 compounds, 0.31% hits; inhibition, % at 10 µM;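 active means inhibition above a set limit, near 3 SD of compounds lacking own fluorescence, cut at about 54% in these data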;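 further: plate controls were DMSO wells for no effect and 5 µM unlabelled arrestin peptide for full effect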
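Assay system: GST-AP2 R879A bound to glutathione beads, E. coli-expressed; Medium: PBS with 0.05% Tween 20 and 0.1% BSA; Also added: fluorescein-tagged arrestin peptide at 50 nM final; Timing: 12 min plus 1 h, RT; Measured by: flow cytometry, FL1 (488/535 nm); Evaluation: percent drop in bead-associated FITC signal.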
PvdQ acylase: blocks Pseudomonas aeruginosa PvdQ acylase activity | purified PvdQ acylase, fluorescence plate reader | AID 488965 | inhibition, % at 10 µM | 340,000 compounds, 0.063% hits; in the data active means inhibition above about 30%, passing the limit was not always enough;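 further: 0% = vehicle neutral wells and 100% = reference inhibitor wells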
Numbers without * were called inactive; · = no result given; & = joins results of further samples.

SMILES	NSD2 HMT inh	LANA DNA inh	DAGLB inhibitor	SR-BI DiI inh	Keap1-Nrf2 PPI	RTF Ca sens inh	SR-BI DiI-HDL act	PKA-R2B act	Arrestin-AP2 inh	PvdQ acylase
CCOc1ccccc1NC(=S)NCc1ccccc1	-1	-1.1	1	6	-2	-11	-6	-5	6	-30
CCCCC(=O)NC(c1cccs1)c1cc(Cl)c2cccnc2c1O (centres undefined)	·	2.3	-2	2	-1	-3	-2	5	-7	-6
O=C(COc1ccc(Cl)cc1)NCCCNC(=O)c1cnccn1	2	-0.5	-1	1	1	3	-1	2	-2	-16
COc1ccc(C2=NN(C(=O)CCC(=O)O)C(c3cccs3)C2)cc1OC (centres undefined)	-1	-0.6	-2	3	2	-3	-3	5	26	10
CN(C)CCN(C(=O)c1ccc(S(=O)(=O)N(C)c2ccccc2)cc1)c1nc2ccc(Cl)cc2s1	·	-0.6	1	8	0	3	-8	-5	-4	-5
CC(C)C1NC(C(=O)O)Cc2c1[nH]c1ccccc21 (centres undefined)	·	2.4	-1	-14	-3	-7	14	-6	22	-8
CCC(C)NS(=O)(=O)c1ccc(NC(=O)Cc2ccc(OC)cc2)cc1 (centres undefined)	1	-0.3	-1	16	-8	-12	-16	-2	14	-3
COc1ccccc1N1CC(C(=O)OCC(=O)Nc2cc(C)on2)CC1=O (centres undefined)	0	0.2	1	-11	1	-14	11	-13	4	-6
CCCn1nc(Oc2nc(NCC)nc(NC(C)C)n2)ccc1=O	-6	-1.0	3	-18	4	-3	18	3	6	-8
CCN(C(=O)COC(=O)c1cccc(C)c1[N+](=O)[O-])c1c(N)n(Cc2ccccc2)c(=O)[nH]c1=O	-4	0.7	1	14	0	3	-14	-6	4	-18
CCCn1nnnc1NCc1ccccc1OCc1cccs1	1	0.0	-5	32	-4	-15	-32	3	-4	-4
Cc1cc(Br)c(NC(=O)COC(=O)CC2CC3CCC2C3)c(Br)c1 (centres undefined)	-5	0.4	-8	0	-4	6	0	-9	-4	-4
CSc1ccccc1C(=O)C1CCCN(C(=O)c2cc(C(C)C)no2)C1 (centres undefined)	-1	1.5	-2	1	-6	-10	-1	0	6	-9
Cc1ccc(CNc2ccc(N3C(=O)CC(C)C3=O)cc2[N+](=O)[O-])cc1 (centres undefined)	4	-1.6	9	-12	1	13	12	-16	-4	-2
Cc1ccc(NC(=O)CN(c2ccc(C)cc2)S(=O)(=O)c2cccc3nonc23)cc1	1	-1.6	-5	-32	-2	-8	32	-11	-9	-8
Cc1ccc(C(=O)COC(=O)COc2ccc(C)c(C)c2)cc1	-1	-0.7	-12	-21	-2	-2	·	1	-7	-9
CC1CCN(S(=O)(=O)c2ccc(NC(=O)CN3CCCC3)cc2)CC1	9	-0.1	1	·	-7	-12	·	-2	7	-17
C=CCc1ccc(OCCCCNC2CCCC2)c(OC)c1	-3	0.3	2	-5	-5	-1	5	3	9	-10
CC/C(=N/NC(=O)c1ccc2c(c1)OCO2)c1ccccc1O	-2	-0.1	6	100*	-3	-4	-100	-4	42	2
CC(=O)Nc1ccc(NC(=O)C(C)OC(=O)C2CCCC2)cc1 (centres undefined)	-2	-0.1	3	12	2	1	-12	-12	-1	-4
O=C(O)CC(=O)Nc1ccccc1	-1	-1.4	3	-2	-5	0	2	-4	9	-2
COCCN(C(=O)Cc1cccs1)C(C(=O)NC1CCCC1)c1cc(OC)c(OC)c(OC)c1 (centres undefined)	2	-1.0	-1	9	-1	-10	-9	5	44	-4
C[C@H](NC(=O)c1nc[nH]c1C(=O)NCC(=O)OCc1ccccc1)C(=O)OC(C)(C)C	·	1.3	-2	9	-9	0	-9	4	2	-6
CCn1cc(CN2CCC(C(=O)Nc3ccc(Oc4cccnc4)cc3)CC2)cn1	4	0.9	-1	-29	-2	4	29	3	47	7
Cc1ccc(-c2nc(N)n(C(=O)c3cccnc3)n2)cc1	10	-0.4	1	-14	4	-16	14	-5	1	-7
O=C(O)CCCCCN=C1CCc2ccccc2N1	0	-1.3	0	·	-1	-2	·	12	4	-13&0
CCCc1cc(C(N)=O)c(NC(=O)c2ccoc2C)s1	3	0.2	1	33	-4	-11	-33	3	3	-12
COc1cccc(Nc2nnc(SCC(=O)N3CC(C)OC(C)C3)s2)c1 (centres undefined)	-1	-0.9	3	18	-5	-5	-18	20*	-9	-5
O=C(CN1CCN(S(=O)(=O)c2ccc(Cl)cc2)CC1)Nc1ccc2c(c1)CCC2	-1	0.4	-5	6	-4	4	-6	-7	13	9
CC(=O)c1ccc(N2CCN(C(=S)NCc3ccco3)CC2)cc1	6	-0.6	1	-9	-5	-2	9	11	-17	-6

Whole records from above. Values in the order: NSD2 HMT inh, LANA DNA inh, DAGLB inhibitor, SR-BI DiI inh, Keap1-Nrf2 PPI, RTF Ca sens inh, SR-BI DiI-HDL act, PKA-R2B act, Arrestin-AP2 inh, PvdQ acylase
CCn1cc(CN2CCC(C(=O)Nc3ccc(Oc4cccnc4)cc3)CC2)cn1 is entered as 4, 0.9, -1, -29, -2, 4, 29, 3, 47, 7
COc1cccc(Nc2nnc(SCC(=O)N3CC(C)OC(C)C3)s2)c1 (centres undefined) is entered as -1, -0.9, 3, 18, -5, -5, -18, 20*, -9, -5
C[C@H](NC(=O)c1nc[nH]c1C(=O)NCC(=O)OCc1ccccc1)C(=O)OC(C)(C)C is entered as ·, 1.3, -2, 9, -9, 0, -9, 4, 2, -6

Additional compounds follow:
SMILES	NSD2 HMT inh	LANA DNA inh	DAGLB inhibitor	SR-BI DiI inh	Keap1-Nrf2 PPI	RTF Ca sens inh	SR-BI DiI-HDL act	PKA-R2B act	Arrestin-AP2 inh	PvdQ acylase
CCOC(=O)C1CCN(c2ncnc3c2cnn3-c2ccccc2)CC1	-12	0.2	-6	5	-5	-5	-5	4	6	-15
O=C1COc2ccc(C(=O)CCl)cc2N1	1	-1.3	·	-14	-3	·	14	·	39	3
COc1ccccc1NC(=S)NCc1ccco1	1	0.4	-1	-14	-2	-4	14	-5	-3	-9
Cc1ccc2nc(N(CCCN(C)C)C(=O)CN3C(=O)c4ccccc4C3=O)sc2c1	5	-3.1	0	·	-1	4	·	-1	23	-14
O=C(Nc1nnc(C2CCCCC2)s1)c1ccc(Br)s1	0	0.8	1	-23	3	-6	23	5	-2	-11
Cc1ccc(S(=O)(=O)Nc2cc(=O)[nH]c(SCC(=O)Nc3cccc(C(F)(F)F)c3)n2)cc1	0	-1.1	-4	·	1	1	·	-7	25	3
CC1CCCN(c2nc3c(c(=O)[nH]c(=O)n3C)n2CCSc2nc3ccccc3o2)C1 (centres undefined)	·	0.5	0	-14	-1	-9	14	-4	2	7
CCn1nc(C(C)C)cc1C(=O)N1CCCC(CO)(Cc2ccc(F)cc2F)C1 (centres undefined)	-6	0.1	0	-15	-4	-7	15	-6	-12	-13
CN(C)/C=C(\C(=O)c1cccc(Cl)c1)c1nnnn1-c1ccccc1	1	0.1	-1	11	-1	-2	-11	-4	41	8
CCC(=O)Nc1ccc(CCC(=O)N2CCCC2)cc1	0	0.0	-2	15	0	-8	-15	-10	29	-1
CCOC(=O)C1=CN(CC)S(=O)(=O)NC1c1ccc(F)c(Cl)c1 (centres undefined)	·	3.1	-2	-4	2	1	4	-4	22	4
Cc1nnc(NC(=O)C(C)Sc2nncn2C)s1 (centres undefined)	·	-0.4	-2	-16	2	-1	16	-7	1	-7
CCC(C)C(=O)Nc1c2c(nc3c1CCC3)CCCC2 (centres undefined)	0	0.6	-3	-14	0	-11	14	2	30	1
O=C(CNCCO)Nc1ccc(F)c(Cl)c1	-4	-1.7	2	-29	-2	5	29	6	3	-9
CCCOc1ccc(Cn2c(=O)oc3ccc(C)cc32)cc1OC	-1	1.4	-11	26	-7	-8	-26	-6	11	-7
O=C(CCC(=O)c1cccs1)OCc1ccc([N+](=O)[O-])cc1	-1	4.1	-1	-29	-1	4	29	-4	19	-1
COc1ccc(S(=O)(=O)Nc2c(C)cccc2C)cc1-n1cnnn1	-1	-0.7	-2	·	-5	-2	·	4	2	-17
CCOC(=O)c1nn(-c2ccc(Cl)cc2)c2nc(-c3ccc(C)cc3)c(C#N)c(=O)n12	0	1.0	-4	7	-4	-15	-7	-4	-1	-9
CCC1CCCCN1CCCNC(=O)C1CCN(c2nnc(-n3cccc3)s2)CC1 (centres undefined)	8	-0.2	0	-4	2	-4	4	-14	-2	-4
Cc1ccc(Sc2ncccc2[N+](=O)[O-])cc1	18	0.6	-1	18	-1	-3	-18	8	-7	14
Cc1cccc(C)c1NC(=O)CNC(=O)C12CC3CC(CC(O)(C3)C1)C2	0	·	-2	-10	·	0	10	-1	-8	1
O=[N+]([O-])c1cccc(C(=Nc2ccccc2)NO)c1	2	-0.2	1	16	1	-10	-16	-1	-10	-4
O=C(CNC(=O)c1cccs1)OCC(=O)c1ccccc1Cl	-4	3.1	1	-7	-5	1	7	-4	-7	-9
CC1CCN(CCCn2c(=S)[nH]c3ccc(N4CCOCC4)cc3c2=O)CC1	2	0.3	-3	-7	-5	-12	7	-5	0	-13
COCCn1c(SCC(=O)Nc2ccc(C(C)=O)cc2)nnc1-c1ccco1	2	-1.7	-3	·	5	-8	·	-3	3	8
CC(C)OC(=O)CCNc1n[nH]c(=O)[nH]c1=O	-1	-2.1	-2	-11	-1	-3	11	4	-5	-1
O=C(Nc1cccc(C(F)(F)F)c1)C1CCN(S(=O)(=O)c2cccnc2)CC1	3	-0.5	-3	-14	-1	-6	14	1	-20	-11
CCOC(=O)c1c(NC(=O)COC(=O)Cn2cnc3ccccc32)sc(C)c1C	·	-2.9	-5	-10	-2	-4	10	-3	-1	-14
CN(C)C(=O)CCC(=O)N1CCCC(C(=O)c2ccc(C(F)(F)F)cc2)C1 (centres undefined)	0	-3.0	-2	3	-2	-12	-3	1	0	-20
CCN(CC)CCCC(C)NC(=O)c1ccc(C(F)(F)F)cc1 (centres undefined)	10	0.0	3	-11	-2	2	11	-3	13	11
CN(CCO)c1nc(NCc2ccccc2)c2cnn(C)c2n1	3	0.3	0	6	-3	-4	-6	-1	6	-11
c1cc2nncn2nc1N1CCCC1	3	-0.1	-2	-15	-3	4	15	-1	3	-8
Cc1ccc(C(=O)N/N=C/c2cn(Cc3ccccc3)c3ccccc23)cn1	24	2.5	-1	39	-2	-5	-39	2	2	-9
O=C(NCc1ccc2c(c1)OCO2)c1ccc(=O)[nH]c1	-1	-0.1	2	4	5	-2	-4	-4	17	1
COc1ccccc1NC(=O)C(C)OC(=O)c1cc2ccccc2[nH]1 (centres undefined)	0	-0.4	-3	0	-6	-1	0	1	-1	-15
CCCN1C2CCCC1CC(NC(=S)Nc1cccc(C)c1C)C2 (centres undefined)	12	-1.0	2	·	1	-6	·	-8	3	-3
O=C(CN1C(=O)CSc2ccc(C(F)(F)F)cc21)Nc1ccccc1	-4	0.6	-2	-4	3	-15	4	1	-10	-10
